GAA850 FXN act – frataxin GAA850 promoter activation; HEK293 lucGAA850 FXN promoter luciferase reporter, 24 h; percent of 10 µM SAHA response; activation, % at 6 µM; 0.56% of 360,000 active; AID 540364;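 active means activation above the average of all compounds screened plus 3 SD, cutoff fixed separately per campaign, cut at about 7.5% in these data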;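 further: 0% = DMSO wells and 100% = 10 µM SAHA wells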
KLK7 zymogen act – proKLK7 (human) activation, primary screen. purified proKLK7, EDANS-DABCYL substrate fluorescence; 100% is mature enzyme control, 0% vehicle. activation, % at 7 µM. 0.9% of 370,000 active. AID 652039;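 active means activation above the mean of all tested compounds plus 3 SD, computed per campaign excluding outliers beyond control limits, cut at about 13% in these data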
Target sequence (P49862 whole entry, looked up): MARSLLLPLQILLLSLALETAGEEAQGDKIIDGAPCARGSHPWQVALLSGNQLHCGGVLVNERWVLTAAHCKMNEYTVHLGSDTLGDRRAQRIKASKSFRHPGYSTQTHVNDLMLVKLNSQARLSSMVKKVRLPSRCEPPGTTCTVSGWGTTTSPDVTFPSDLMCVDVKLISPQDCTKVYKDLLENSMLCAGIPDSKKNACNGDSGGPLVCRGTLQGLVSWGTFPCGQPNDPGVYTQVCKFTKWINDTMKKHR
GC-A act – GC-A (human) enzyme activation; P16066; HEK293 GC-A cells, cGMP TR-FRET, EC30 ANP; 0% at EC30 ANP, 100% saturating ANP; activation, % at 10 µM; 0.14% of 370,000 active; in the data active means activation above about 40%
ssDAF12 agonist – activators of S. stercoralis DAF-12 nuclear receptor; HEK293 ssDAF-12/GRIP1 lit1-tk-luc reporter, luminescence; % of 3 µM dafachronic acid response; activation, % at 6.8 µM; 1% of 370,000 active; AID 652126;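 active means activation above the mean over all tested compounds plus 3 SD, cut at about 0.9% in these data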;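 further: 0% = DMSO-only wells and 100% = 3 µM delta7-dafachronic acid wells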
DAX1 inh-1 – blocks DAX1 repression of SF-1 activated StAR promoter; HEK293T StAR-luciferase reporter, SF-1/DAX-1 repression relief; inhibition, % at 6.8 µM; 1.1% of 370,000 active; AID 652010;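 active means inhibition above the mean over all tested compounds plus 3 SD, cut at about 3.6% in these data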;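 further: 0% = DAX-1 cells with DMSO and 100% = cells lacking DAX-1 with DMSO; higher inhibition means more luminescence from relief of DAX-1 repression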
DAX1 inh-2 – inhibitors of human orphan nuclear receptor DAX1 (NR0B1). P51843. inhibition, % at 6.75 µM. 0.99% of 340,000 active. AID 504766. HEK293 Gal4-DAX1 luciferase reporter, luminescence;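 active means inhibition above the mean over all tested compounds plus 3 SD, cut at about 4.2% in these data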;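 further: 0% = DAX1-transfected cells with DMSO and 100% = empty-vector control cells with DMSO; inhibition shows as a rise in luminescence from relieved DAX1 repression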
Target sequence (P51843 207-470 limits assumed): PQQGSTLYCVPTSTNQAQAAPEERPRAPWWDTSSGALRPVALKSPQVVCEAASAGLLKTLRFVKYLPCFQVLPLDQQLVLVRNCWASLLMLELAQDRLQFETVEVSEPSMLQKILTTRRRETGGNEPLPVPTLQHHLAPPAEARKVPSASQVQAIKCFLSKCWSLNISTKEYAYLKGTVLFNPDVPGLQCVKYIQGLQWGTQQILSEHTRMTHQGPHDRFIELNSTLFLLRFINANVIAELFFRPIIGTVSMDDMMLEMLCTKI
hcDAF12 agonist – H. contortus DAF-12 activation, primary screen | HEK293 hcDAF-12 lit1-tk-luc reporter, luminescence; 0% DMSO, 100% Δ7-dafachronic acid | activation, % at 6.8 µM | AID 652067 | 1.4% of 370,000 active;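 active means activation above the mean of all tested compounds plus 3 SD, cut at about 5.5% in these data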;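 further: 100% = response to 3 µM Δ7-dafachronic acid high control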
NPR2 activator – GC-B (human) receptor activation; HEK293-GC-B cells, CNP EC30, cGMP TR-FRET; 0% at EC30 CNP, 100% saturating CNP; activation, % at 10 µM; 0.11% of 370,000 active; AID 1920062;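 active means activation at 10 µM reaching about 35% in either raw or pattern-adjusted values, limit read from the data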
SMARCA2 act – activators of SMARCA2 function; MG213 cells, MMTV-luciferase reporter, dexamethasone, overnight; activation, % at 9.1 µM; 1% of 370,000 active; in the data active means activation above about 7.8%;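 further: 0% = vehicle wells and 100% = reference activator wells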
hgDAF12 agonist – agonists of H. glycines DAF-12 nuclear receptor; HEK293 GAL4-hgDAF12 UAS-luciferase reporter, agonist luminescence; normalized to butyrate control; activation, % at 6.8 µM; 1.8% of 370,000 active; AID 687014;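 active means activation above a cutoff set at the mean of all screened compounds plus 3 SD, cut at about 10% in these data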;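 further: 0% = DMSO wells and 100% = sodium butyrate wells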
HGIII-sPLA2 inh – Inhibits HGIII-sPLA2 liposome hydrolysis, primary screen. 0.56% of 370,000 active. QFRET BODIPY PC-A2 liposome hydrolysis, fluorescence. Q9NZ20. inhibition, % at 12.2 µM;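 active means inhibition above mean plus 3 SD of compounds lying within the high and low control bounds, cut at about 19% in these data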;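 further: 0% = median of test compound wells and 100% = no enzyme DMSO wells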
Target sequence (Q9NZ20 whole entry, looked up): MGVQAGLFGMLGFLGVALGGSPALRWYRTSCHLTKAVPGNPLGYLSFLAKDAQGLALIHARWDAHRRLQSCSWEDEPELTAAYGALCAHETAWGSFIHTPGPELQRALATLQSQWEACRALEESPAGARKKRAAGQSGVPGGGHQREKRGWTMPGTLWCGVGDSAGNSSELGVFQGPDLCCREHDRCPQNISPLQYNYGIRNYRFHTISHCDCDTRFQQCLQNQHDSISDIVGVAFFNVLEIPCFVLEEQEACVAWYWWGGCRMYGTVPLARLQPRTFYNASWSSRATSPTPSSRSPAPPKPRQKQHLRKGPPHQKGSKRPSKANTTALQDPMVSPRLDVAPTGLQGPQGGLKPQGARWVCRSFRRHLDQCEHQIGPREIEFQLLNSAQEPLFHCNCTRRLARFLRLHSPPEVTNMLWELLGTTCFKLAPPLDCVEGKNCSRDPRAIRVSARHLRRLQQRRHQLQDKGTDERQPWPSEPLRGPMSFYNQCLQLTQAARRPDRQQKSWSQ
Starred values were filed as active, the others as inactive; . = not tested or not shown.

SMILES	GAA850 FXN act	KLK7 zymogen act	GC-A act	ssDAF12 agonist	DAX1 inh-1	DAX1 inh-2	hcDAF12 agonist	NPR2 activator	SMARCA2 act	hgDAF12 agonist	HGIII-sPLA2 inh
COC(=O)CCC(=O)NS(=O)(=O)c1ccc(N=NN2CCOCC2)cc1	0.9	1.1	2.7	-0.6	-0.1	3.1	0.4	2.9	-0.6	4.2	0.3
O=C(Nc1nc(-c2ccccn2)cs1)C1CCCC1	1.2	-0.1	3.0	-0.9	1.1	-0.4	2.6	2.3	-1.2	5.8	5.6
COc1ccc(C(=O)NNC(=O)c2ccccc2[N+](=O)[O-])cc1Br	0.9	0.3	2.2	-0.7	0.8	0.8	-2.8	8.7	5.7	-1.0	1.6
Cc1ccc(S(=O)(=O)Nc2cccc3c2O[C@H](CN(C)C(=O)Nc2cccc4ccccc24)[C@H](C)CN([C@H](C)CO)C3=O)cc1	-5.6	-7.3	-1.2	-0.7	0.8	0.8	0.4	3.1	-0.7	-1.4	-15.6
COc1ccc(C)cc1NC(=O)COC(=O)c1ccc2c(c1)OCCO2	0.8	0.4	0.7	-1.5	0.8	-0.2	1.0	-1.1	0.3	-0.1	10.2
NC(=O)NC(=O)COC(=O)c1sc2ccccc2c1Cl	-0.2	-0.6	-0.2	-1.4	1.1	1.3	-0.5	-9.9	2.3	-1.3	4.5
OCCC1CN(Cc2ccc3cc(Cl)ccc3n2)CCN1Cc1ccsc1 (stereo unspecified)	1.2	-0.2	-1.0	-0.7	-0.2	-0.4	1.8	-5.6	1.5	-1.0	-8.8
COc1ccc(Cl)c2sc(N3CCN(C(=O)C4=COCCO4)CC3)nc12	1.9	0.8	0.8	-1.8	0.8	-0.7	1.3	-7.6	-2.3	-1.1	-2.3
Cn1c(CO)cnc1SCc1ccc([N+](=O)[O-])cc1	2.7	0.2	3.0	-1.3	-0.4	0.1	0.9	5.0	-0.3	1.4	4.7
Cc1nc2n[nH]c(N)c2c2c1COC(C)(C)C2	0.9	0.6	0.4	-0.9	0.4	0.7	-1.3	3.9	0.9	-0.2	2.3
COCc1[nH][nH]c(=O)c1C=Nc1ccc(F)cc1F	-0.2	-0.5	-4.2	-0.9	-0.6	-1.0	-1.4	-1.4	-1.1	-1.4	4.5
C[N+]1(CCOC(=O)C2(c3ccccc3)CCCC2)CCCCC1	-1.2	0.1	-6.9	-1.1	0.3	0.4	-0.2	3.9	-3.0	2.0	0.6
COc1ccc(C)cc1NC(=O)C1CCCCN1S(=O)(=O)c1ccccc1 (stereo unspecified)	-1.4	-0.1	0.5	-1.4	-3.7	-1.7	-3.2	2.3	-0.8	2.9	-8.8
Cc1ccc(C)c(COC(=O)c2cc([N+](=O)[O-])ccc2N2CCOCC2)c1	2.3	0.3	-3.5	-1.4	-2.6	1.4	-1.7	-3.5	-1.9	0.3	-0.7
Cc1cc(C)cc(N(CC(=O)Nc2cccc(C)c2C)S(=O)(=O)c2c(C)[nH]c(=O)[nH]c2=O)c1	2.5	0.3	-3.1	-1.0	0.2	-0.2	-0.2	3.0	-1.2	1.6	-18.2
CCc1ccccc1NC(=O)c1ccc(F)c(S(=O)(=O)N2CCC(C(N)=O)CC2)c1	-2.4	-0.3	6.8	-1.8	-0.7	-0.7	-1.7	3.2	-1.9	-0.8	-2.3
COCCN(C(=O)c1ccccc1)c1nc(-c2ccc(OC)cc2)cs1	1.6	0.2	0.9	-1.0	0.1	-0.4	0.3	-3.0	-0.1	2.3	-5.6
O=C(/C=N/O)NCCCN1CCCCCC1	-0.4	0.7	-1.7	-1.7	0.5	-0.4	-0.3	-3.1	5.6	0.9	3.2
C[C@@H]1CCCCO[C@@H](CN(C)Cc2ccc3c(c2)OCO3)[C@@H](C)CN([C@H](C)CO)C(=O)c2cc(N(C)C)ccc2O1	-4.3	-0.2	-5.1	-1.2	0.9	2.1	1.6	-2.0	-2.2	3.1	0.7
O=C1Cc2ccccc2N1c1ccccc1	-0.3	-0.4	2.9	-0.9	-1.1	0.8	-0.8	1.4	-0.9	0.5	-20.0

The list goes on, starting with the last 3 of the part before.
SMILES	GAA850 FXN act	KLK7 zymogen act	GC-A act	ssDAF12 agonist	DAX1 inh-1	DAX1 inh-2	hcDAF12 agonist	NPR2 activator	SMARCA2 act	hgDAF12 agonist	HGIII-sPLA2 inh
O=C(/C=N/O)NCCCN1CCCCCC1	-0.4	0.7	-1.7	-1.7	0.5	-0.4	-0.3	-3.1	5.6	0.9	3.2
C[C@@H]1CCCCO[C@@H](CN(C)Cc2ccc3c(c2)OCO3)[C@@H](C)CN([C@H](C)CO)C(=O)c2cc(N(C)C)ccc2O1	-4.3	-0.2	-5.1	-1.2	0.9	2.1	1.6	-2.0	-2.2	3.1	0.7
O=C1Cc2ccccc2N1c1ccccc1	-0.3	-0.4	2.9	-0.9	-1.1	0.8	-0.8	1.4	-0.9	0.5	-20.0
Cc1ccc(C(=O)NC(NCC2CCCO2)C(Cl)(Cl)Cl)cc1 (stereo unspecified)	-0.1	-0.3	-8.2	-1.8	-1.2	-0.8	-0.6	-4.2	-4.1	-2.5	8.4
Cc1nc2ccccc2c2oc(C(=O)NC3CC3)cc12	-1.2	0.1	4.8	-1.3	0.7	-0.8	0.3	3.2	1.5	-3.9	3.4
Cc1ccccc1N(C(=O)c1ccccn1)C(C(=O)NCc1ccccc1)c1ccncc1 (stereo unspecified)	1.1	-0.5	-2.4	-0.4	0.0	-0.4	1.9	-0.4	3.2	-1.4	-3.7
Cc1ccc(NC(=O)c2ccc3nc[nH]c3c2)cc1C	2.6	-0.1	4.2	0.0	2.9	2.0	5.9*	-4.7	5.3	8.9	-9.1
O=C(NCC(=O)N1CCN(c2ccccc2O)CC1)c1ccco1	1.4	-0.5	3.5	-0.3	0.1	0.6	-1.5	-1.2	0.8	1.5	1.1
CCOC(=O)c1oc2ccccc2c1NC(=O)CN1CCN(C)CC1	1.3	-0.8	3.9	-1.0	-0.3	0.3	0.4	-0.8	0.9	1.1	-6.2
O=C(O)c1c(Cl)c(Cl)c(Cl)c(Cl)c1C(=O)N1CCCCCC1	1.7	-0.6	3.1	-0.9	1.2	0.7	-0.6	-2.7	-4.1	0.0	3.3
Cc1nc2c(C)c(C)c(C)c(C)c2nc1C	-0.2	-1.4	-14.0	-0.5	-0.1	.	-0.1	-3.6	-2.3	-1.0	8.2
CCC(C)(C)NC(=O)C(c1ccc(F)cc1)N(Cc1cccs1)C(=O)c1cnccn1 (stereo unspecified)	1.2	-0.2	-5.0	-1.2	-0.6	-0.5	-0.1	-4.2	1.8	-0.9	4.3
COc1ccc2c3c([nH]c2c1)[C@H]1C[C@H]2[C@H](C[C@@H](O)[C@H](OC)[C@H]2C(=O)O)CN1CC3	-0.6	40.0*	3.2	-1.1	-0.2	1.2	-1.7	-2.8	1.8	-0.2	4.4
Cc1ccccc1C1NC(=O)c2ccccc2O1 (stereo unspecified)	3.1	-1.5	0.6	-0.8	0.5	1.2	-1.6	-1.6	-1.6	-1.1	1.6
COC(=O)c1nnn(-c2nonc2N)c1CN1CCCC1	2.0	0.3	1.3	-0.7	-0.2	4.4*	-0.8	7.8	0.0	2.1	1.8
O=C(O)c1ccc(N2CCN(C(c3ccccc3)c3ccccc3)CC2)c([N+](=O)[O-])c1	2.5	-0.4	-11.5	-0.8	-0.8	-0.1	1.4	5.5	1.6	1.1	5.2
CCN(CC)S(=O)(=O)c1ccc(O)c(C(=O)OCC(=O)N2c3ccccc3CC2C)c1 (stereo unspecified)	-1.5	-0.1	1.2	-1.3	-0.2	0.8	-1.1	-0.9	5.2	-1.4	-13.7
CC(C)(C)C(=O)NCCc1nc2ccccc2n1CC(=O)c1ccc(Cl)cc1	-3.3	-0.3	-5.5	-1.2	-1.1	-0.5	-0.9	-5.1	-1.2	-0.4	-24.8
COC(=O)c1ccc(NC(=O)Nc2ccc([N+](=O)[O-])cc2)cc1	2.0	-0.1	-20.4	-0.6	-0.3	-0.5	-2.2	8.6	-3.4	4.0	-6.5
O=C(CN1CCN(C(=O)c2c(F)cccc2F)CC1)Nc1ccccc1C(F)(F)F	3.5	-0.6	4.8	-1.6	-0.6	0.6	-1.0	6.9	-4.5	-1.0	14.3
C=CCNC(=O)COC(=O)c1ccc(Cl)c(S(=O)(=O)N(Cc2ccccc2)c2ccccc2)c1	4.6	0.1	-3.6	-0.8	-0.3	-1.3	1.0	0.2	0.6	-0.2	-28.4
S=c1[nH]nc(-c2cc(-c3ccccc3)n[nH]2)n1N=Cc1c[nH]c2ccccc12	.	0.3	-3.9	-1.5	-0.9	.	-2.4	-11.6	3.5	0.4	-15.4
COc1ccc(OCC(NS(=O)(=O)c2ccc(-n3cnnn3)cc2)C(C)C)cc1 (stereo unspecified)	-0.1	0.1	0.8	-1.4	-0.9	0.7	-0.3	2.9	-1.6	-2.6	-29.7
CCN1CCN(C(c2cccc(OC)c2OC)c2nnnn2Cc2ccco2)CC1 (stereo unspecified)	-1.6	-0.1	-3.8	-0.1	0.1	-0.2	1.1	-2.0	-3.0	1.7	4.0
COc1cc2c(cc1OC)CN(C(=O)CSc1nnc(C)s1)CC2	0.6	11.1	-1.2	-0.6	0.0	1.3	-0.7	7.8	-2.4	3.4	5.6
CCOc1ccc(S(=O)(=O)NCCC(=O)NCc2ccncc2)cc1	0.9	1.1	2.7	-0.8	0.2	-1.0	-1.9	1.3	-1.0	2.5	1.6

Laid out differently: entries from further up.
smiles,GAA850 FXN act,KLK7 zymogen act,GC-A act,ssDAF12 agonist,DAX1 inh-1,DAX1 inh-2,hcDAF12 agonist,NPR2 activator,SMARCA2 act,hgDAF12 agonist,HGIII-sPLA2 inh
CCN(CC)S(=O)(=O)c1ccc(O)c(C(=O)OCC(=O)N2c3ccccc3CC2C)c1 (stereo unspecified),-1.5,-0.1,1.2,-1.3,-0.2,0.8,-1.1,-0.9,5.2,-1.4,-13.7
CC(C)(C)C(=O)NCCc1nc2ccccc2n1CC(=O)c1ccc(Cl)cc1,-3.3,-0.3,-5.5,-1.2,-1.1,-0.5,-0.9,-5.1,-1.2,-0.4,-24.8
COC(=O)c1ccc(NC(=O)Nc2ccc([N+](=O)[O-])cc2)cc1,2.0,-0.1,-20.4,-0.6,-0.3,-0.5,-2.2,8.6,-3.4,4.0,-6.5
O=C(CN1CCN(C(=O)c2c(F)cccc2F)CC1)Nc1ccccc1C(F)(F)F,3.5,-0.6,4.8,-1.6,-0.6,0.6,-1.0,6.9,-4.5,-1.0,14.3
C=CCNC(=O)COC(=O)c1ccc(Cl)c(S(=O)(=O)N(Cc2ccccc2)c2ccccc2)c1,4.6,0.1,-3.6,-0.8,-0.3,-1.3,1.0,0.2,0.6,-0.2,-28.4

Screening results as filed in PubChem.

No enrichment for hits; about 6.7% have a hit in one of these screens.
